From PubChem BioAssay
Anesthetic bind – binds horse apoferritin like a general anesthetic | P02791 | 0.074% of 350,000 active | Potency, µM (titrated, usually from 77.5 µM), for the others: at the highest dose activity change, negative = displacement, actives largely listed as inhibitors | apoferritin/1-aminoanthracene competitive binding, fluorescence; note: % is set by controls: 0 for no effect and ±100 for the full control effect; nearly all actives have a fitted effect of over 20% in size
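Apoferritin-based anesthetic binding model; compound displacement of fluorescent 1-AMA measured as endpoint fluorescence after 10 minutes at room temperature, scaled to free-ligand and complex controls.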
POLH inh – inhibitors of human DNA polymerase eta; recombinant Pol eta, fluorescent DNA replication assay; Potency, µM (top dose mostly 114 µM), for the others: at the highest dose activity change, negative = inhibition, usual class: inhibitors; 1.2% of 390,000 active; note: % is set by controls: 0 for no effect and ±100 for the full control effect
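Pol eta at 10 nM preincubated with compounds 15 min at room temperature; reaction started with fluorescent substrate (50 nM final) and read kinetically at 0 and 10 min.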
G9a block – blocks human histone lysine methyltransferase G9a. Q96KQ7. G9a H3K9 monomethylation, AlphaScreen, 2 h. Potency, µM (doses to about 102 µM), inactives show top-dose activity, negative = inhibition, hits mostly inhibitors. 8.8% of 350,000 active; note: % is set by controls: 0 for no effect and ±100 for the full control effect; nearly all actives have a fitted effect of over 75% in size
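Compounds were preincubated with 20 nM G9a for 15 min, after which biotinylated H3K9 peptide (500 nM) and SAM (20 uM) started a 2 h room-temperature reaction. Monomethylated product was quantified by antibody-based AlphaScreen chemiluminescence.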
BAZ2B inh – inhibitors of human BAZ2B bromodomain; Q9UIF8; AlphaScreen BAZ2B-H3K14Ac peptide displacement; Potency, µM (series often up to 114 µM), for inactives: at the highest dose activity change, negative = inhibition, actives largely listed as inhibitors; 4.4% of 360,000 active; AID 504333; note: % is set by controls: 0 for no effect and ±100 for the full control effect; nearly all actives have a fitted effect of over 60% in size
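Inhibition is scored as reduced AlphaScreen emission. The BAZ2B/b-H3(5-23)K14Ac complex (50 nM each) in PBS pH 7.4, 0.01% Tween-20 meets compound (up to 110 uM) for 30 min at RT before bead addition.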
BLM inh – Bloom syndrome helicase (human) inhibition | P54132 | recombinant BLM DNA unwinding, fluorescence dequenching | Potency, µM (series often up to 56.1 µM), for inactives: top-dose activity change, negative = inhibition, actives largely listed as inhibitors | 0.2% of 350,000 active | AID 2528;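 note: plate controls were vehicle for no effect and no enzyme for full effect; nearly all actives have a fitted effect of over 35% in size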
Target sequence (P54132 whole entry, looked up): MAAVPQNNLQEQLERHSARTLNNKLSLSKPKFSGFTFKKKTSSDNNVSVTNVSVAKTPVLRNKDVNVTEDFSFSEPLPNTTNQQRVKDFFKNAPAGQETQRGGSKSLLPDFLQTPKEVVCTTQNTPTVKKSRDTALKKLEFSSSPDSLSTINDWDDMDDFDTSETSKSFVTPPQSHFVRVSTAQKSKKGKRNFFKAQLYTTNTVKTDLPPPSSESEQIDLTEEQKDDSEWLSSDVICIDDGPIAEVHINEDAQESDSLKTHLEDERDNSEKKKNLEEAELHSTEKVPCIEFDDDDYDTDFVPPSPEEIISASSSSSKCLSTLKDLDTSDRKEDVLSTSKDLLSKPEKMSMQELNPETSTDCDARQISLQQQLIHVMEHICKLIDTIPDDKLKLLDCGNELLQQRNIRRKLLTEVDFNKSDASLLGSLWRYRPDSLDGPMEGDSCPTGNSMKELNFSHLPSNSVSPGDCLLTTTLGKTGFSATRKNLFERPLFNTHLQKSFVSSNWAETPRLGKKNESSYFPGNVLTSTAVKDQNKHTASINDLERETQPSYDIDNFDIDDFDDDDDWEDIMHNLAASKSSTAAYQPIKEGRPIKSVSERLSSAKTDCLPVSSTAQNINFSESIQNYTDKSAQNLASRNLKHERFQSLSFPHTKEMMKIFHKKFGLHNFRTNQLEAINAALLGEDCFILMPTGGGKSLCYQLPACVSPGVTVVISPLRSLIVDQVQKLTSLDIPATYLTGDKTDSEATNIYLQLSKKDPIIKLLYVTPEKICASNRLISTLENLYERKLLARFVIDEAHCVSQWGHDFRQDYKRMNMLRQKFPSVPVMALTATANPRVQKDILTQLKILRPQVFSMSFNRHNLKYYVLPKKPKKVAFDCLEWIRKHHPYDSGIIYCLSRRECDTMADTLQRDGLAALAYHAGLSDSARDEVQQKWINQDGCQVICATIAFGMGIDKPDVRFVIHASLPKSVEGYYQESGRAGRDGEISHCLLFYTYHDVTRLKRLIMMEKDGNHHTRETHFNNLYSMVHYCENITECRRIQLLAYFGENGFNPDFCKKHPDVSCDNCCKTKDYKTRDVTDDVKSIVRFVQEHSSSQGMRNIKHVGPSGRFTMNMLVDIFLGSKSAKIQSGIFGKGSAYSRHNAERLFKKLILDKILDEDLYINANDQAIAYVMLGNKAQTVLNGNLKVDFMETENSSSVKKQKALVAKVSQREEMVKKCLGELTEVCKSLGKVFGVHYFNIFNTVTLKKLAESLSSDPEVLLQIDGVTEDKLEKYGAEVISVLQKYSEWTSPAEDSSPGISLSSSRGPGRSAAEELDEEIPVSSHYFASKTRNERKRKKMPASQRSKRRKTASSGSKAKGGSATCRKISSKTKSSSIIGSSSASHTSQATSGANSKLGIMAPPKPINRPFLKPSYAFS
Pol iota inh – DNA polymerase iota (human) inhibition | Q9UNA4 | Pol iota fluorescent replication assay, 10 min | Potency, µM (series often up to 115 µM), for inactives: at the top dose activity, negative = inhibition, actives largely listed as inhibitors | 1% of 390,000 active | AID 588590
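Pol iota at 10 nM preincubated 15 min with compounds at room temperature; reaction started with fluorescent substrate, 50 nM final. Fluorescence read kinetically at 0 and 10 min; buffer-only wells as negative control.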
APE1 inh – blocks human APE1 abasic DNA cleavage. P27695. recombinant APE1, TAMRA/BHQ-2 abasic DNA cleavage fluorescence. Potency, µM (doses to about 65.8 µM), without a hit: at the top dose activity change, negative = inhibition, actives largely listed as inhibitors. 0.35% of 350,000 active;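 note: plate controls were vehicle for no effect and reference inhibitor for full effect; nearly all actives have a fitted effect of over 55% in size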
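Compound pre-exposure to 0.75 nM APE1, 15 min at ambient temperature. Reaction initiated with 50 nM TAMRA/BHQ-2 THF substrate, read immediately in kinetic mode, 525 nm excitation, 598 nm emission.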
Pol beta inh – blocks human DNA polymerase beta activity. P06746. Pol beta primer extension/strand displacement, fluorescence kinetic. Potency, µM (series often up to 114 µM), for the others: at the top dose activity change, negative = inhibition, most hits filed as inhibitors. 1.3% of 340,000 active. AID 485314; note: % is set by controls: 0 for no effect and ±100 for the full control effect
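Preincubation: enzyme (10 nM) with compound, 15 min, RT. Reaction: substrate added to 50 nM final. Reads: 0 and 10 min. Analysis: normalized, Hill fit.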
POLK inh – blocks human DNA polymerase kappa activity. Q9UBT6. purified Pol kappa, fluorescent DNA synthesis assay, 10 min. Potency, µM (highest dose often 107 µM), for the others: at the top dose activity, negative = inhibition, usual class: inhibitors. 0.53% of 400,000 active. AID 588579; note: % is set by controls: 0 for no effect and ±100 for the full control effect
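Kinetic fluorescence screen: compound preincubated 15 min RT with 10 nM enzyme; 50 nM substrate (final) initiates; reads at 0/10 min.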
Active calls of the source: *; ? = inconclusive; · = no result given; & = joins results of further samples; [ ] = another dose, or the depositor's remark. Calls come from the whole dose curve; as a rule, active = well fitted curve in the direction sought with a large enough effect; inconclusive = small, poorly fitted or top-dose-only effect, or another doubt; inactive = no such curve, though single readings can be large; an effect the other way counts as inactive or inconclusive. Potency is the fitted concentration of half-maximal effect. An excerpt; rates above refer to the full screens.

SMILES | Anesthetic bind | POLH inh | G9a block | BAZ2B inh | BLM inh | Pol iota inh | APE1 inh | Pol beta inh | POLK inh
Cc1cc(C)c(C)c(S(=O)(=O)Nc2ccc(C(=O)N3CCCC3)cc2)c1C | -11% | -7% | 18% | -7% | -10% | 15% | 29% | 41% | -6%
O=C(Nc1ccccc1C(F)(F)F)c1ccsc1 | -3% | 4% | 47%[activator] | 2% | 2% | 16% | -3% | 16% | 2%
CCC(C)(C)n1nnnc1C(c1ccncc1)N1CCC(Cc2ccccc2)CC1 (configuration not stated) | -19% | -16% | 13% | -4% | -7% | -6% | -3% | 2% | -13%
CN(CC(=O)Nc1c(Cl)cccc1Cl)C(=O)c1cc2ccccc2cc1O | · | 1% | ? | 13% | · | 21% | -11% | · | -16%
Cc1cc(=O)oc(C)c1C(=O)NCCC(C)C | -17% | -15% | 50%[59 µM] | 3% | 2% | 1%[58.9 µM] | 2% | 4% | -1%
Cc1ccc(-c2c[n+](=O)c3c(n2[O-])CCC3)cc1 | 5% | -4% | · | 2% | -1% | 123%[activator] | 14% | 34%[activator] | 0%
Cc1cc(=O)[nH]c2c1c(-c1ccccc1)nn2C | 2% | -25% | · | -4% | 0% | 6%[58.9 µM] | 9% | 33% | -17%
COC(=O)COc1ccc(C2Nc3c(Cl)ccc(C(=O)O)c3C3C=CCC32)cc1 (configuration not stated) | -13% | 28µM* | 13µM* | 50µM* | -6% | ? | ? | ? | ?
CCOC(=O)C1=C(COC(=O)c2cc(OC)c(OC)c(OC)c2)NC(=O)NC1C (configuration not stated) | · | -13% | -38% | 8% | · | 21% | -17% | · | -17%
CCOc1ccc(S(=O)(=O)NC(C)C(=O)NC2CCCC2)cc1 (configuration not stated) | -5% | -9% | 12% | 2% | 4% | 7% | -15% | 14% | -15%
COCCn1nnnc1C(c1ccc(O)c(OC)c1)N1CCc2ccccc2C1 (configuration not stated) | -16% | -21% | ? | ? | -7% | -7% | 0% | 14% | -24%
OCCC1CN(Cc2cccn2-c2ncccn2)CCN1CCc1ccccc1 (configuration not stated) | -4% | -6% | -34% | -6% | 1% | 1% | 0% | 16% | -17%
Cc1cc(C(=O)NN=C2C3CC4CC(C3)CC2C4)c2ccccc2n1 | -11% | -1% | 10%[59 µM] | 3% | -1% | 16% | -2% | 14% | -13%
CC(CC1C(C#N)=C(N)OC2=C1C(=O)CCC2)c1ccccc1 (configuration not stated) | -1% | -1% | -1%[59 µM] | 1% | -2% | 10% | 0% | -10% | -10%
CC(NC(=O)c1ccco1)c1ccc2c(c1)OCO2 (configuration not stated) | -5% | 4% | · | -4% | -8% | -3% | -2% | 27% | 9%
N#Cc1c(N)n(-c2cccc(O)c2)c2nc3ccccc3nc12 | 118%[activator] | -5% | -21%[59 µM] | 0% | -11% | 41%[activator] | -9% | 4% | -8%
CCCCNC(=O)c1ccc2c(c1)N(CC)C(=O)CS2 | -18% | -20% | -5%[59 µM] | 2% | -2% | 36% | -8% | 62% | -9%
Cc1csc(NC(=O)c2ccc(-c3ccc(Cl)cc3Cl)o2)n1 | -6% | -8% | 3%[59 µM] | 4% | -9% | 39%[activator] | 7% | ? | -19%
COc1ccc(N2CCN(CC(=O)NC(=O)NC(C)(C)C)CC2)cc1 | -4% | -18% | 79µM* | -13% | -2% | 201%[activator] | 1% | -15% | -7%
CC(NC(=O)COc1ccc(N(C)S(=O)(=O)c2ccccc2)cc1)c1ccccc1 (configuration not stated) | -14% | -14% | 0% | -20% | -14% | 60%[activator] | -5% | -9% | -13%
CCOc1ccc(C(=O)N2CCCC2C(=O)O)cc1 (configuration not stated) | -6% | -4% | 9%[59 µM] | -2% | 1% | 0% | -4% | 1% | 2%
CCOc1ccc2nc(NC(=O)Nc3ccccc3)sc2c1 | -1% | -4% | -20%[59 µM] | 1% | -5% | 7% | 0% | ? | -3%
Cc1ccc(S(=O)(=O)N2CCC(C(=O)Nc3ccc(Oc4ccccc4)cc3)CC2)cc1 | -2% | -11% | -7%[59 µM] | 3% | -9% | 5% | · | -6% | -6%
Cc1ccc(NC(=O)COC(=O)C2=COCCO2)c([N+](=O)[O-])c1 | -16% | -6% | -1% | -20% | 1% | -27% | -6% | -9% | -6%
C=CCn1c(O)c(/C=C2\C=NN=C2c2ccccc2)sc1=S | -22% | -8% | ? | ? | -6% | 15% | -4% | -11% | 1%
Cc1ccc2c(c1)nnn2C1CCN(S(C)(=O)=O)CC1 | -8% | 0% | -14% | 0% | -6% | -1% | 1% | 35% | -2%
CCN(CC)CCNc1nc(-c2ccccc2)nnc1C(F)(F)F | 3% | -13% | -6%[59 µM] | -1% | -10% | -1% | 6% | 3% | 0%
COCCCN1Cc2cccc(C(=O)O)c2C1=O | -7% | -16% | ? | -2% | 2% | 3% | ? | 15% | -24%
Cc1ccc(S(=O)(=O)NCc2c(-c3ccccc3)noc2C)cc1 | -3% | -24% | 25% | -4% | -5% | -10%[58.9 µM] | 5% | -14% | -7%
COc1ccc(/C=C/C(=O)Nc2nc(C)c(C(=O)N(C)C)s2)cc1 | 3% | -18% | 9%[59 µM] | 1% | -1% | 4% | -1% | -9% | -20%
CCCOc1ccc(/C=C/C(=O)O)cc1OC | -8% | -11% | 15% | · | -2% | 17% | -2% | 14% | 10%
Cc1cc(/C=N/Nc2ccc([N+](=O)[O-])cn2)c(C)n1-c1cccc(C(=O)O)c1 | -4% | 22µM* | 16µM* | 45µM* | -7% | 28µM* | ? | -82% | 71µM*
COc1ccc(C)cc1NC(=O)Cn1c(=O)oc2cc(S(=O)(=O)N3CCCCCC3)ccc21 | -9% | -2% | ? | 4% | -7% | -16% | · | ? | -5%[60.1 µM]
COc1cccc(CN(C)S(=O)(=O)c2cccs2)c1 | -2% | -20% | -11% | 37% | 0% | 15% | -5% | 11% | -6%
CNC(=O)c1ccsc1NC(=O)CCS(=O)(=O)c1ccc(F)cc1 | · | 0% | 14% | -6% | · | 23% | -13% | · | -14%
CCN(CC)S(=O)(=O)c1cccc(-c2nnc(SCc3nc4ccccc4s3)o2)c1 | -19% | -21% | 10%[12.7 µM] | -4% | -6% | -1% | -6% | -1% | -23%

Arranged by molecular weight (smallest number first): part of the list above.
SMILES | Anesthetic bind | POLH inh | G9a block | BAZ2B inh | BLM inh | Pol iota inh | APE1 inh | Pol beta inh | POLK inh
Cc1ccc2c(c1)nnn2C1CCN(S(C)(=O)=O)CC1 | -8% | 0% | -14% | 0% | -6% | -1% | 1% | 35% | -2%
Cc1cc(/C=N/Nc2ccc([N+](=O)[O-])cn2)c(C)n1-c1cccc(C(=O)O)c1 | -4% | 22µM* | 16µM* | 45µM* | -7% | 28µM* | ? | -82% | 71µM*
CCN(CC)S(=O)(=O)c1cccc(-c2nnc(SCc3nc4ccccc4s3)o2)c1 | -19% | -21% | 10%[12.7 µM] | -4% | -6% | -1% | -6% | -1% | -23%

Profiles from above. Order of values: Anesthetic bind, POLH inh, G9a block, BAZ2B inh, BLM inh, Pol iota inh, APE1 inh, Pol beta inh, POLK inh
COCCCN1Cc2cccc(C(=O)O)c2C1=O is listed as -7%, -16%, ?, -2%, 2%, 3%, ?, 15%, -24%
CCN(CC)S(=O)(=O)c1cccc(-c2nnc(SCc3nc4ccccc4s3)o2)c1 is listed as -19%, -21%, 10%[12.7 µM], -4%, -6%, -1%, -6%, -1%, -23%

Later entries:
SMILES | Anesthetic bind | POLH inh | G9a block | BAZ2B inh | BLM inh | Pol iota inh | APE1 inh | Pol beta inh | POLK inh
CC(C)CCOC(=O)C[N+](C)(C)CCOC1CC2CCC1(C)C2(C)C (configuration not stated) | -17% | -16% | -4% | -13% | 0% | -12% | 1% | -11% | -19%
CC1CCCN(C(=O)CSc2nnc(-c3ccc(O)cc3)o2)C1 (configuration not stated) | -6% | -3% | 20% | -1% | -3% | 3% | 7% | 17% | 0%
CCCCOc1ccc(/C=C(\C(=O)O)c2ccc(S(=O)(=O)N3CCCC3)s2)cc1 | · | -22% | · | · | · | -4% | 0% | · | -5%
CCCN(CCC)C(=O)C1CCCN(c2ncnc3c2nc2n3CCCCC2)C1 (configuration not stated) | 6% | -1% | 4%[59 µM] | 0% | 1% | 35%[activator] | · | 15% | -14%[60.1 µM]
O=C(NCCc1ccccc1)c1c(F)cccc1F | -12% | -21% | -3% | -1% | -1% | 22% | 3% | 0% | 4%
COc1ccc(Cc2nc3ccccc3n2CC(=O)N/N=C/c2ccc(C)cc2O)cc1OC | -23% | ? | ? | 56µM* | 10µM* | 20µM* | -4% | 7.9µM* | ?
Cc1ccc(C)c(NC(=O)C2Cc3ccccc3CN2C(=O)OCc2ccccc2)c1 (configuration not stated) | -5% | -10% | 23%[59 µM] | -3% | -4% | -33% | -1% | -20% | -4%
O=C(N/N=C/c1c(O)n(-c2ccc(Cl)cn2)c(=O)c2ccccc12)C1CC1 | 50%[activator] | -24% | 8%[59 µM] | -7% | -11% | 168%[activator] | -2% | -10% | -7%
COC(=O)C(C)Oc1ccc2c3c(c(=O)oc2c1)CCCCC3 (configuration not stated) | -4% | 1% | -11%[59 µM] | 11% | -3% | 5% | 6% | -2% | -4%
CCOc1ccc(N(CC(=O)Nc2cc(C)ccc2C)S(=O)(=O)c2c(C)[nH]c(=O)[nH]c2=O)cc1 | 1%&-11% | -2%&-11% | 11% | -11%&-3% | -3%&-2% | 20%&5% | -11% | -22%&2% | -5%&-3%
COc1ccccc1CN1CCC2(CC1)CCN(C(=O)c1cc(C(F)(F)F)cc(C(F)(F)F)c1)CC2 | · | · | 4%[12.7 µM] | · | 0% | · | 2% | · | -2%[60.1 µM]
CCn1cc2nc(SCC(=O)Nc3cccc(Cl)c3C)n(Cc3ccc(Cl)cc3)c(=O)c2n1 | -10% | ? | -21%[59 µM] | -16% | -22% | ? | · | ? | 2%
CC(=O)Nc1nonc1-c1nnc(SCc2ccccc2Cl)n1C | -6% | 0% | 7%[59 µM] | 5% | -1% | 21% | · | 19% | -11%
CCOc1ccc(C(=O)NCC(c2ccco2)N2CCOCC2)cc1 (configuration not stated) | · | -19% | -18% | -6% | · | 26% | 1% | · | -1%

POLH inh, entries above that show a hit
Molecule	Anesthetic bind	POLH inh	G9a block	BAZ2B inh	BLM inh	Pol iota inh	APE1 inh	POLK inh
COC(=O)COc1ccc(C2Nc3c(Cl)ccc(C(=O)O)c3C3C=CCC32)cc1 (configuration not stated)	-13%	28µM*	13µM*	50µM*	-6%	?	?	?
Cc1cc(/C=N/Nc2ccc([N+](=O)[O-])cn2)c(C)n1-c1cccc(C(=O)O)c1	-4%	22µM*	16µM*	45µM*	-7%	28µM*	?	71µM*
